MOR-DOR inv ag: inverse agonists of MOR-DOR heterodimerization, primary screen, cell-based, luminescence; Mu-type opioid receptor (Homo sapiens) + Delta-type opioid receptor (Homo sapiens), …; cell-based MOR-DOR heterodimer luminescence, inverse agonism; inhibition, % at 9.3 µM; 340,000 tested, 0.21% active; AID 504357, 2011; in the data active = inhibition above about 22%, passing the limit was not always enough;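 also: 0% = cells with DMSO and 100% = wells without cells with DMSO; values of inactives mirror those of a sister screen read the other way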
Cardiac RTF inh: cardiac RTF calcium sensitivity inhibitors, primary screen, biochemical, IANBD-TnC fluorescence, EC70 calcium | IANBD-labeled cardiac RTF, Ca2+ fluorescence | inhibition, % at 7.15 µM | 340,000 tested, 0.12% active;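 active = inhibition above the mean inhibition of all tested compounds plus 3 SD, cut at about 17% in these data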;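 also: assay run at fixed EC70 calcium of 1.6 mM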
Keap1-Nrf2 PPI: Keap1-Nrf2 protein-protein interaction inhibitors, primary screen, biochemical, fluorescence polarization, single point. inhibition, % at 9.4 µM. AID 504523, 2011. Kelch-like ECH-associated protein 1 (Homo sapiens), Q14145. 340,000 tested, 0.15% active. Keap1 Kelch-Nrf2 peptide fluorescence polarization, 1536-well; in the data active = inhibition above about 12%;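 also: human Keap1 Kelch domain with fluorescein labeled Nrf2 9mer peptide probe; 0% = neutral control wells and 100% = peptide positive control; higher means more block of Keap1 binding to Nrf2 peptide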
Target sequence (Q14145 whole entry, looked up, the tested form may be a part): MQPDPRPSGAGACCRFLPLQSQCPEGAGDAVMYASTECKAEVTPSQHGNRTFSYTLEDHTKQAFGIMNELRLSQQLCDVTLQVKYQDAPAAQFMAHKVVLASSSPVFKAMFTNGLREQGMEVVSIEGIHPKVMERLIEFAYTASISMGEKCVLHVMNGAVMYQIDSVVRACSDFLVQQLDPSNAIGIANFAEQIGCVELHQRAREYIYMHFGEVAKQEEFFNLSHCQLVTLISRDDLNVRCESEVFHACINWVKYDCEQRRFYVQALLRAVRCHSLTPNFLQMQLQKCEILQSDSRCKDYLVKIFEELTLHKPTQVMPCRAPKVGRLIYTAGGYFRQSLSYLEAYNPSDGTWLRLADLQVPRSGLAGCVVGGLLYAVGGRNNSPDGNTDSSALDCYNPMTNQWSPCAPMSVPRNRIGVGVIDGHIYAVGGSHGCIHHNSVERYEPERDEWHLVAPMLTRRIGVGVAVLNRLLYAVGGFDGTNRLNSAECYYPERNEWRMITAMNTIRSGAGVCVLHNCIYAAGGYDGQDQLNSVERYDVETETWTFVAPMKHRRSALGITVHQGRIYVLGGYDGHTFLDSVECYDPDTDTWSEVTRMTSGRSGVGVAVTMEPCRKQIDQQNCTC
V-ATPase pHluor: regulators of yeast V-ATPase proton pumping, primary screen, pHLuorin cytosolic pH fluorescence; S. cerevisiae; response, % at 10 µM; 350,000 tested, 0.37% active; in the data active = response mostly above about 7.3%, no sharp cut-off; inactive = mostly below about 5.4%; also: actives read high; inactives centre near 0; some compounds called inactive have numbers as strong as hits; reference of the scale not given here
C-LANA FP: inhibitors of KSHV C-LANA binding to DNA, primary screen, biochemical, fluorescence polarization, FAM-LBS DNA, MBP-C-LANA, single point. Kaposi's sarcoma herpesvirus LANA C-terminal domain (residues 932-1162) DNA binding. inhibition, % at 9 µM. 340,000 tested, 0.078% active;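 active = highest replicate inhibition at or above 60% at 9 µM, even if other replicates fall short; inactive = all replicates below 60% inhibition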;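 also: 0% = neutral control wells and 100% = 4 µM acridine orange control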
CAL-PDZ inh HTS: untagged CAL PDZ binding inhibitors, primary screen, biochemical, fluorescence polarization, HTS | purified CAL PDZ, TMR-peptide fluorescence polarization, 1 h | inhibition, % at 24.9 µM | 300,000 tested, 0.92% active | AID 602252, 2012;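 active = mean inhibition of at least 30% with at least half of replicates also reaching 30%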;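 also: 0% = DMSO neutral control and 100% = excess unlabeled competitor peptide PRC23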
HTR5A inv ag: HTR5A inverse agonists in luminescence cell assay, primary screen, counter-screen for OPRM1-OPRD1 heterodimer inverse agonist project, full-deck HTS. HTR5A cell line, inverse agonism. 340,000 tested, 0.083% active. inhibition, % at 9.3 µM. AID 504634, 2011. 5-hydroxytryptamine receptor 5A (Homo sapiens), P47898; in the data active = inhibition mostly above about 23%, no sharp cut-off; inactive = mostly below about 18%;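 also: 0% = cells with DMSO and 100% = no-cell wells with DMSO; some compounds called inactive have numbers as strong as hits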
Target sequence (P47898 whole entry, looked up): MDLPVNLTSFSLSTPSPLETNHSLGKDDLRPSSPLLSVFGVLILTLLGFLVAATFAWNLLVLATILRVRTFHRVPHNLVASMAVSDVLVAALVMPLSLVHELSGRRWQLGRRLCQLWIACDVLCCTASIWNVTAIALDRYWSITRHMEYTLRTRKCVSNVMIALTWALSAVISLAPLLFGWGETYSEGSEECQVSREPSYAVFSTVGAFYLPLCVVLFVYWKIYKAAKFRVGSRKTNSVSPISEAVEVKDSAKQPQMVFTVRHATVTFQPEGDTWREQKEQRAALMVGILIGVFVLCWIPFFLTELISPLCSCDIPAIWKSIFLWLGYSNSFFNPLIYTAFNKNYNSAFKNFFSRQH
RTF Ca sens act: cardiac RTF calcium sensitivity activators, primary screen, biochemical, IANBD-TnC fluorescence, EC20 calcium | Troponin I, cardiac muscle (Homo sapiens) + Troponin T, cardiac muscle (Homo sapiens) + … | IANBD-labeled TnC RTF fluorescence at EC20 calcium; 0% EC20 calcium, 100% full calcium | AID 493008, 2010 | 340,000 tested, 0.24% active | activation, % at 7.2 µM;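 active = activation above the mean over all tested compounds plus 3 SD, cut at about 30% in these data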;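 also: rise in fluorescence read as greater calcium sensitivity of cardiac thin filaments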
OPRM1-OPRD1 ag: agonists of OPRM1-OPRD1 heterodimerization, primary screen, cell-based, luminescence | activation, % at 9.3 µM | cells | Mu-type opioid receptor (Homo sapiens) + Delta-type opioid receptor (Homo sapiens), … | 340,000 tested, 0.3% active; in the data active = activation above about 18%;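 also: 0% = vehicle-treated cells and 100% = reference agonist; values of inactives mirror those of a sister screen read the other way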
HTR5A ag ctr: HTR5A agonists in luminescence cell assay, primary screen, counter-screen for OPRM1-OPRD1 heterodimer agonist project, full-deck HTS. 5-hydroxytryptamine receptor 5A (Homo sapiens), P47898. cell-based. activation, % at 9.3 µM. 340,000 tested, 0.61% active. AID 504692, 2011; in the data active = activation mostly above about 9.5%, no sharp cut-off; inactive = mostly below about 7.6%;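 also: 0% = cells with vehicle only and 100% = reference agonist; strong numbers were not always called active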
* hit, by the source's call; / = not tested or not shown.

SMILES | MOR-DOR inv ag | Cardiac RTF inh | Keap1-Nrf2 PPI | V-ATPase pHluor | C-LANA FP | CAL-PDZ inh HTS | HTR5A inv ag | RTF Ca sens act | OPRM1-OPRD1 ag | HTR5A ag ctr
CC(C)SCCCCOc1ccc2ccccc2c1 | -26 | -6 | -3 | 1 | -0.6 | / | -6 | 6 | 4.8 | -1
O=C(CCSCc1ccc(Cl)cc1)NC1CCCC1 | 0 | 12 | -3 | -3 | 0.4 | -7 | 0 | 4 | 0.0 | 1
CCOC(=O)C1CCN(C(=O)CN2C(=O)C(C(C)C)Oc3ccccc32)CC1 (configuration not stated) | 1 | 4 | 4 | 4 | 2.0 | -4 | -20 | -1 | -0.2 | 7
COc1cccc(-c2c(C#N)c(N)nc3c2c(C)nn3-c2ccccc2)c1O | -16 | 3 | -4 | -1 | 8.5 | 3 | -17 | -2 | 3.4 | 5
Cc1ccccc1OCC(=O)Nc1cccc(Cl)c1C | -25 | 0 | -4 | -7 | -0.1 | / | 10 | 2 | 4.9 | 4
CCOc1ccccc1NC(=O)CN1CCC(NC(=O)Nc2ccccc2)CC1 | 7 | 3 | 6 | 0 | -0.9 | -6 | -8 | -10 | -1.4 | 3
CC(=O)c1cc(C#N)c(SCc2ccc(F)cc2)nc1C | -2 | 4 | -3 | 0 | -0.5 | -7 | 4 | 0 | 0.4 | -1
CCCN1CCC(Oc2cccc(C(=O)NCCc3ccccc3)c2)CC1 | 1 | 0 | -3 | 4 | 1.0 | -1 | 15 | -2 | -0.1 | -3
Cc1cc(Cl)ccc1OCC(=O)N1C(C)CCCC1C (configuration not stated) | 4 | -7 | 3 | -2 | -0.1 | 1 | -2 | 4 | -0.8 | 5
C[C@H](CO)N1C[C@H](C)[C@@H](CN(C)C(=O)Nc2ccccc2)Oc2c(NS(=O)(=O)c3ccc(F)cc3)cccc2C1=O | 12 | -7 | 8 | 1 | -0.8 | -3 | 14 | -6 | -2.0 | 6
Cc1ccc2[nH]c3nc(SCCN4CCOCC4)nnc3c2c1 | 14 | -2 | -5 | 1 | -1.4 | -3 | -10 | -3 | -2.8 | -2
CCN1CCc2nc(NC(=O)c3ccc4c(c3)OCCO4)sc2C1 | 14 | -5 | -1 | -1 | -1.1 | -1 | 3 | -2 | -2.6 | -1
CC(C)C[C@H]1CN=C(N(C)C)N1CCCCc1ccccc1 | 25 | -5 | 4 | -2 | 0.8 | -2 | 0 | 11 | -4.4 | 2
C[C@@]12CC[C@H]3OC(=O)C=C3C1CC[C@@]13CC(CCC12)[C@](CO)(O[C@H]1O[C@H](CO)[C@@H](O)[C@H](O)[C@H]1O)C3 (some centres not stated) | 11 | -4 | 1 | -2 | -1.0 | 3 | 14 | 8 | -2.2 | 3
CCOc1ccccc1C(C(=O)NC1CCCC1)N(Cc1ccco1)C(=O)CNC(=O)c1ccco1 (configuration not stated) | 18 | -9 | 3 | -1 | 1.5 | 12 | 26 | 5 | -3.1 | 1
CCCCCN1C2=NCCN2c2ccccc21 | 12 | -15 | -3 | 3 | -0.9 | 0 | -2 | -3 | -2.2 | -1
COc1ccc(CCNC(=O)C2CC(c3ccccc3C(F)(F)F)=NO2)cc1 (configuration not stated) | 14 | 1 | 0 | -3 | 3.6 | -5 | -6 | -1 | -2.4 | 0
CN1CCN(S(=O)(=O)c2ccc(C(F)(F)F)cc2)C(c2ccccc2)C1 (configuration not stated) | 2 | -1 | -1 | -5 | -2.3 | -1 | -10 | 1 | -0.6 | 4
Cc1nc(/C(=N/O)C(N)=O)cs1 | 16 | 9 | -2 | 2 | 0.7 | 3 | 27 | 4 | -3.0 | 1
Cc1cc(C)c(C)c(S(=O)(=O)N2CCC(C(=O)Nc3ccc(S(=O)(=O)N4CCOCC4)cc3)CC2)c1C | -4 | -3 | 0 | -2 | 1.4 | -2 | -15 | -1 | 0.8 | 0

Record cards, as listed above:
`CCOC(=O)C1CCN(C(=O)CN2C(=O)C(C(C)C)Oc3ccccc32)CC1` (configuration not stated) is entered as MOR-DOR inv ag = 1; Cardiac RTF inh = 4; Keap1-Nrf2 PPI = 4; V-ATPase pHluor = 4; C-LANA FP = 2.0; CAL-PDZ inh HTS = -4; HTR5A inv ag = -20; RTF Ca sens act = -1; OPRM1-OPRD1 ag = -0.2; HTR5A ag ctr = 7
`Cc1cc(C)c(C)c(S(=O)(=O)N2CCC(C(=O)Nc3ccc(S(=O)(=O)N4CCOCC4)cc3)CC2)c1C` is entered as MOR-DOR inv ag = -4; Cardiac RTF inh = -3; Keap1-Nrf2 PPI = 0; V-ATPase pHluor = -2; C-LANA FP = 1.4; CAL-PDZ inh HTS = -2; HTR5A inv ag = -15; RTF Ca sens act = -1; OPRM1-OPRD1 ag = 0.8; HTR5A ag ctr = 0

Structural class, the entries above with a cyano group.
SMILES | MOR-DOR inv ag | Cardiac RTF inh | Keap1-Nrf2 PPI | V-ATPase pHluor | C-LANA FP | CAL-PDZ inh HTS | HTR5A inv ag | RTF Ca sens act | OPRM1-OPRD1 ag | HTR5A ag ctr
COc1cccc(-c2c(C#N)c(N)nc3c2c(C)nn3-c2ccccc2)c1O | -16 | 3 | -4 | -1 | 8.5 | 3 | -17 | -2 | 3.4 | 5
CC(=O)c1cc(C#N)c(SCc2ccc(F)cc2)nc1C | -2 | 4 | -3 | 0 | -0.5 | -7 | 4 | 0 | 0.4 | -1

Following part.
SMILES | MOR-DOR inv ag | Cardiac RTF inh | Keap1-Nrf2 PPI | V-ATPase pHluor | C-LANA FP | CAL-PDZ inh HTS | HTR5A inv ag | RTF Ca sens act | OPRM1-OPRD1 ag | HTR5A ag ctr
Cn1nnnc1Sc1ncnc2scc(Br)c12 | 19 | 7 | 0 | 0 | 2.0 | -1 | -22 | 2 | -4.2 | -5
Cc1c(NC(=O)CN2C(=O)NC3(CCCC3)C2=O)c(=O)n(-c2ccccc2)n1C | 11 | -6 | -2 | 6 | 1.9 | -2 | -14 | 2 | -2.4 | 5
CC1CC(C)(C)NC(=S)N1CC(=O)N1CCN(Cc2ccccc2)CC1 (configuration not stated) | -4 | -8 | -2 | -1 | 0.9 | -3 | 14 | 1 | 0.8 | 2
CN(C)S(=O)(=O)N1CCN(C(=O)N(c2ccccc2)c2ccccc2)CC1 | 10 | -3 | 0 | -2 | -0.1 | 0 | 11 | -1 | -1.8 | 1
O=C(NCCc1ccc(Cl)cc1)c1cccnc1 | 10 | 4 | -7 | 4 | -0.4 | / | 2 | 7 | -1.8 | -1
CCOc1ccc(NC(=O)/C(C#N)=C/c2cn(CC(=O)O)c3ccccc23)cc1 | 20 | -1 | 1 | 7.1* | 0.4 | -7 | 8 | -4 | -3.9 | -2
CCOC(=O)c1nnn(-c2nonc2N)c1C | -9 | -2 | -2 | -3 | 0.9 | -2 | 13 | 2 | 1.6 | -6
CC(=O)NC1=NN(C(C)=O)C2(S1)C(=O)N(CC(C)C)c1ccc(C)cc12 (configuration not stated) | 13 | 4 | -3 | 4 | -4.6 | -4 | -1 | 7 | -2.6 | 0
CCCNC(=O)c1ccc(N2CCC3(CC2)CC(c2cccc(Br)c2)=NO3)c(NC(=O)c2c(Cl)cccc2Cl)c1 | -7 | -15 | -3 | -2 | 0.3 | -2 | -3 | 5 | 1.3 | 0
CC(=O)OCC1=C(C(=O)O)N2C(=O)C(NC(=O)C(C)Cn3cc(Cl)cn3)C2SC1 (configuration not stated) | 6 | -4 | -7 | 0 | 2.8 | -1 | 12 | 6 | -1.1 | -5
Cc1ccc(CNc2oc(C)nc2C#N)cc1 | 4 | 2 | 4 | 7 | 0.4 | -5 | -2 | -6 | -0.7 | 6
CCS(=O)(=O)N1CCN(Cc2nc3ccccc3c(=O)[nH]2)CC1 | 11 | 3 | -2 | -2 | 1.0 | -1 | -17 | -4 | -1.9 | 2
CN1CCN(c2ccc(-c3cccc(NC(=O)COc4ccccc4)c3)nn2)CC1 | 15 | -6 | -4 | 1 | 1.0 | -1 | 9 | 20 | -3.0 | -4
Cc1cccc(NC(=S)N(CCCN2CCOCC2)Cc2ccccn2)c1 | 16 | 2 | 0 | 0 | -2.0 | / | 10 | 3 | -2.9 | 2
O=C(O)c1ccccc1-c1nc2ccccc2c(=O)n1O | -2 | -14 | 0 | 4 | -2.4 | 0 | -19 | 13 | 0.5 | 1
COc1ccccc1C(=O)N/C(=C\c1ccc(Br)cc1)C(=O)NCC(=O)O | 8 | 1 | -1 | 0 | -0.9 | -2 | 7 | 1 | -1.4 | -4
CC(C)Cn1c(=O)c2c(c3ccccc31)OC(C)C(=O)N2 (configuration not stated) | 14 | 3 | 1 | 6 | -0.1 | -1 | -10 | -4 | -3.1 | 4
COc1ccc(/C=N/NC(=O)c2ccccc2)cc1OS(=O)(=O)c1ccccc1 | 6 | 1 | -2 | 0 | 0.2 | -3 | 0 | -12 | -0.8 | 1
NC(=O)c1ccsc1NC(=O)CSc1nnc(C2CC2)n1Cc1ccccc1 | 10 | -7 | -3 | 0 | 0.3 | 1 | -9 | 1 | -2.0 | 4
COC(=O)C1=C(O)/C(=C\c2cc(C)n(-c3ccc(F)cc3)c2C)N=C1C | 2 | -2 | -6 | 0 | 0.6 | 6 | 6 | 14 | -0.3 | -2
O=C(COC(=O)CNC(=O)c1ccc(Cl)cc1)Nc1ccc(Cl)cn1 | -5 | -5 | -5 | 13* | -0.5 | / | -7 | -1 | 0.9 | 2
O=C(COC(=O)/C=C/c1cccc(F)c1)NC(=O)NCc1ccccc1 | -16 | 2 | -5 | 7 | -2.1 | / | -10 | 5 | 3.0 | 3
O=C(Nc1ccccc1N1CCOCC1)c1ccc([N+](=O)[O-])s1 | -20 | 4 | 0 | 3 | -0.6 | / | 5 | -5 | 3.8 | -1
CCOc1ccc(NC(=O)c2nn(C)cc2Br)cc1 | 12 | -1 | 4 | 1 | -2.5 | -1 | -26 | 1 | -2.4 | 7
Cc1nnn(-c2nonc2N)c1C(=O)N/N=C/c1ccccc1O | -25 | 7 | -5 | -9 | 0.6 | -1 | 0 | 6 | 4.8 | -1
COc1ccc(-c2cc(C#N)nc(N3CCN(C)CC3)n2)cc1 | -10 | 1 | -2 | 0 | -0.4 | -3 | 13 | -3 | 1.4 | -5
CCCOc1cccc(-c2nnc(N)s2)c1 | 5 | -2 | -4 | 0 | -1.4 | -2 | -12 | 3 | -0.9 | 4

Compound activity deposited in PubChem BioAssay by several laboratories.
